# High-throughput results: PubChem BioAssay, several laboratories
# PKA-R1A act: PKA-R1A complex activation. PKA-R1A dissociation, Cy5-IP20 fluorescence polarization; scaled: DMSO 0%, 113 µM cGMP 100%. AID 504707. 0.083% of 340,000 active. P00514+P68181. activation, % at 11.4 µM;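 active = percent activation above the mean of all tested compounds plus 3 SD, cut at about 19% in these data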;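 also: higher means more PKAc released from R1A so a rise in polarization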
# DSG3 Ab inh: blocks pemphigus antibody binding to human desmoglein-3; P32926; DSG3-coupled beads, scFv-anti-DSG3-GFP binding, flow cytometry; active compounds read low; binding (percent of control), % at 10 µM; 0.48% of 310,000 active; AID 588358;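 active = binding more than 3 SD below its plate's average and above zero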;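 also: hits lower antibody fragment binding to DSG3; some compounds called inactive have numbers as strong as hits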
# Ecoli viability: bacterial growth inhibition, counter-screen for AddAB inhibitors; inhibition, % at 11.9 µM; AID 449728; E. coli V3065 growth, OD600 absorbance, 18 h; 0.27% of 330,000 active;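 active = inhibition above the campaign's mean inhibition across all tested compounds plus 3 SD, cut at about 9.9% in these data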;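 also: uninfected addAB+ strain grown without phage in ampicillin broth; 0% = DMSO wells and 100% = ciprofloxacin 0.95 µg/ml wells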
# SUMO Mot1 rescue: blocks SUMOylation pathway, rescuing yeast Mot1-301 growth | S. cerevisiae Mot1-301 growth rescue, ATP luminescence, 38.5C; percent above DMSO median, 100 means doubled | growth rescue, % at 18.8 µM | 1% of 320,000 active | AID 2716;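 active = every valid replicate shows activation above 250% relative to neutral control wells; inactive = the rest, any valid replicate at or below 250%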;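 also: OY570 slx delta 5 strain wells were the positive control but not used for scaling; some compounds called inactive have numbers as strong as hits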
# MOR-DOR ag: OPRM1-OPRD1 heterodimerization agonism. cells, luminescence. activation, % at 9.3 µM. 0.3% of 340,000 active. AID 504326; in the data active = activation above about 18%;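 also: 0% = vehicle-treated cells and 100% = reference agonist; values of inactives mirror those of a sister screen read the other way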
# Target sequence (P35372 whole entry, looked up): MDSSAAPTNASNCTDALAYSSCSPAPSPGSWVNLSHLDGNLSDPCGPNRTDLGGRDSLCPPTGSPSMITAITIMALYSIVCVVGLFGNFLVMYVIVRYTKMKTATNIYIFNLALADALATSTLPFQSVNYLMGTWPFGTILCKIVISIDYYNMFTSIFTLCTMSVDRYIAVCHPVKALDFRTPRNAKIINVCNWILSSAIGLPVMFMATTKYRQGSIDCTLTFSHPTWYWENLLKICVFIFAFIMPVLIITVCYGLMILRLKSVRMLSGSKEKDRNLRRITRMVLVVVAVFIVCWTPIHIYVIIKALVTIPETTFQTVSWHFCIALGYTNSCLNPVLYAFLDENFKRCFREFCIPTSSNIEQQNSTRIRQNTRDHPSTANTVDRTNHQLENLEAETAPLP
# Target sequence (P41143 whole entry, looked up): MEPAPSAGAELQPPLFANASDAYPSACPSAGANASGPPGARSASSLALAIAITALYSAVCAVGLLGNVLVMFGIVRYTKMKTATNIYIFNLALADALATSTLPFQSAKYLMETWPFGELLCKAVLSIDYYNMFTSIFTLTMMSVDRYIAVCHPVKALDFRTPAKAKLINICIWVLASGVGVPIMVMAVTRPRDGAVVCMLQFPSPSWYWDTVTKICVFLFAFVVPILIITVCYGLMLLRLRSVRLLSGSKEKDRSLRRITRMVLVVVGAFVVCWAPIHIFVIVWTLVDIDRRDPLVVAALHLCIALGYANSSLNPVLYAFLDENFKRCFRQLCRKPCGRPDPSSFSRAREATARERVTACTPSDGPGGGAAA
# Tat export inh: inhibitors of E. coli Tat protein transport | 0.036% of 340,000 active | E. coli MC4100 TorA-mCherry Tat export, fluorescence | inhibition, % at 10 µM;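 active = mean replicate inhibition at least 50% and at least half of replicates individually reaching 50%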;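 also: exported cargo escapes ClpAP degradation while cytoplasmic cargo is degraded and loses fluorescence; 0% = median of neutral control wells and 100% = median of NaSCN control wells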
# MOR-DOR inv ag: inverse agonists of human mu-delta opioid receptor heterodimerization. cell-based MOR-DOR heterodimer luminescence, inverse agonism. inhibition, % at 9.3 µM. 0.21% of 340,000 active. AID 504357; in the data active = inhibition above about 22%, passing the limit was not always enough;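 also: 0% = cells with DMSO and 100% = wells without cells with DMSO; values of inactives mirror those of a sister screen read the other way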
# AddAB inh: less growth of phage-infected E. coli with AddAB | E. coli expressing H. pylori AddAB, absorbance growth | inhibition, % at 11.9 µM | 0.29% of 330,000 active; in the data active = inhibition above about 12%;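 also: 0% = vehicle wells of infected cells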
# phage Ecoli inh: E. coli growth loss with phage present; inhibition, % at 11.9 µM; 0.26% of 360,000 active; growth absorbance; in the data active = inhibition above about 11%
# PfHsp90 yeast 2: inhibits growth of yeast expressing Plasmodium falciparum Hsp90; inhibition, % at 9.4 µM; S. cerevisiae expressing PfHsp90, BacTiter-Glo ATP, 48 h; yeast lacking PDR1 and PDR3 efflux regulators; 0.32% of 310,000 active;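 active = every replicate shows inhibition above about 80%, whatever the replicate mean, limit read from the data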;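 also: 0% = DMSO neutral controls and 100% = 20 µM radicicol positive controls; yeast relying on Plasmodium falciparum Hsp90 in place of its own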
# Arr AP2 block: human beta-arrestin and AP2 interaction inhibition | FITC-arrestin peptide / GST-AP2 beads, flow cytometry; AP2 beta2 appendage carries R879A mutation | inhibition, % at 10 µM | 0.31% of 340,000 active;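 active = inhibition above a set limit, near 3 SD of compounds lacking own fluorescence, cut at about 54% in these data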;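 also: plate controls were DMSO wells for no effect and 5 µM unlabelled arrestin peptide for full effect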
#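 System: GST-AP2 R879A glutathione beads; medium: PBS, Tween 20 0.05%, BSA 0.1%; reagent: fluorescein-tagged arrestin peptide at 50 nM final; schedule: pre-incubation 12 min, peptide binding 1 h, room temperature; detection: flow cytometry, FL1 (488/535 nm); read-out: inhibition as reduced fluorescein signal on beads, percent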
# Numbers without * were called inactive; x = not tested or not shown.
# A first look, 2 compounds:
SMILES,PKA-R1A act,DSG3 Ab inh,Ecoli viability,SUMO Mot1 rescue,MOR-DOR ag,Tat export inh,MOR-DOR inv ag,AddAB inh,phage Ecoli inh,PfHsp90 yeast 2,Arr AP2 block
Cc1cc(C)nc(NC(=O)c2cccc([N+](=O)[O-])c2)c1,-5,106,2.6,10,-0.4,4,2,1.8,3.1,-9,2
CCOc1ccc(N2C(=O)C(=O)/C(=C(/O)c3ccccc3)C2c2ccccc2[N+](=O)[O-])cc1 (stereo unspecified),-11,113,3.0,3,-3.1,5,17,0.2,-1.2,7,-5

# Results, repeating the preview:
SMILES,PKA-R1A act,DSG3 Ab inh,Ecoli viability,SUMO Mot1 rescue,MOR-DOR ag,Tat export inh,MOR-DOR inv ag,AddAB inh,phage Ecoli inh,PfHsp90 yeast 2,Arr AP2 block
Cc1cc(C)nc(NC(=O)c2cccc([N+](=O)[O-])c2)c1,-5,106,2.6,10,-0.4,4,2,1.8,3.1,-9,2
CCOc1ccc(N2C(=O)C(=O)/C(=C(/O)c3ccccc3)C2c2ccccc2[N+](=O)[O-])cc1 (stereo unspecified),-11,113,3.0,3,-3.1,5,17,0.2,-1.2,7,-5
Cc1cccc(C(=O)N2CCCC(N3CCN(c4ccccc4F)CC3)C2)n1 (stereo unspecified),7,104,1.2,42,0.6,-6,-3,0.3,2.1,12,43
COc1cc(SC)ccc1C(=O)N(CC(=O)Nc1ccccc1Br)Cc1ccco1,-4,108,1.1,15,-4.0,-1,21,0.7,0.1,0,1
O=C(O)CCCCCNCc1c(Cl)cccc1Cl,-7,94,-0.1,28,-1.5,4,8,-1.3,2.0,-11,8
Cc1cccc(N2CCN(C(=O)CCn3c(=O)[nH]c4ccsc4c3=O)CC2C)c1 (stereo unspecified),-4,109,-1.5,20,-1.3,18,7,3.4,1.5,-144,-2
CNC(=O)/C(C#N)=C/c1cccc(Oc2ccccc2)c1,-5,99,-0.4,-15,0.0,2,0,1.0,1.1,25,-8
COc1cccc(OC)c1Nc1nc(C)nc2c1nnn2Cc1ccccc1Cl,-4,101,1.1,5,-1.8,0,9,-0.7,-1.2,-62,5
CC(=O)c1sc(NCc2ccc(C)cc2)nc1C,-1,98,2.8,11,-2.5,4,13,0.7,1.5,-7,17
Cc1cccc2sc(N(CCCN(C)C)C(=O)c3sc4ccccc4c3Cl)nc12,-4,123,-0.2,-7,2.0,7,-11,7.8,2.5,6,-5
CCCS(=O)(=O)c1cnc(C2COc3ccccc3O2)nc1N (stereo unspecified),-5,90,-2.2,-46,-2.2,-2,12,1.0,1.0,9,28
O=c1[nH]c2cc3c(cc2cc1CN(Cc1cccnc1)Cc1nnnn1Cc1ccco1)OCCO3,-5,109,0.7,-7,-0.3,-10,2,2.1,1.2,-2,8
CSc1nc2c(c(=O)[nH]1)C(c1ccc(Br)cc1)CC(=O)N2 (stereo unspecified),x,96,-0.6,12,x,-7,x,-0.7,5.1,-8,23
COc1ccc(CN2CCC(c3nc4ccc(Cl)cc4[nH]3)CC2)cc1,-1,99,0.2,2,-2.7,-11,15,0.2,4.5,-18,31
COc1ccc(N2CCN(C(=O)Cn3nnc(-c4ccc(OC)c(OC)c4)n3)CC2)cc1,2,100,-1.2,385*,-0.9,-10,5,-0.9,2.4,-5,3
CC(C(=O)Nc1ccc2c(c1)OCCO2)c1ccc([N+](=O)[O-])cc1 (stereo unspecified),-8,110,-0.2,10,-2.5,-6,11,1.5,2.6,6,-1
O=C(CSc1ncn[nH]1)Nc1ccc(S(=O)(=O)N2CCCC2)cc1,-13,x,0.3,1,0.7,0,-3,3.2,1.1,-3,-1
COc1ccc(OCc2cc(C(=O)N(C)CC3CCCCO3)no2)c(Cl)c1 (stereo unspecified),-4,x,0.7,104,-0.6,-1,3,2.3,2.8,0,2
O=C(O/N=C\c1ccc(N2CCCCC2)c([N+](=O)[O-])c1)c1c(F)cccc1F,10,x,0.3,0,0.9,5,-5,0.5,1.9,7,2
CN1C(=O)c2ccc(NC(=O)C3CCCCC3)cc2C1=O,-5,107,-0.4,3,-1.0,0,6,0.8,0.6,-1,29
CCOC(=O)c1c(NC(=O)CNCC(O)CO)sc(C)c1C (stereo unspecified),-2,122,0.3,295*,-2.6,-3,15,-0.8,0.5,-25,-1
COc1ccc(OC)c(NC(=O)CN(c2ccc(C)cc2)S(=O)(=O)c2c(C)noc2C)c1,-6,87,-0.6,-18,-1.1,13,7,1.4,1.6,23,1
CCC1(CC)NC(=O)N(CC(=O)OCC(=O)Nc2ccc(C(F)(F)F)cc2)C1=O,-11,96,1.3,154,-0.5,-3,3,0.6,2.7,6,-7
Cc1cccc(C(=O)Nc2nnc(SCC(=O)NCc3ccco3)s2)c1,-13,105,1.5,-14,-2.4,-2,13,-0.1,1.3,13,-14
C=C(C)CNC(=S)NNC(=O)CCn1c2cc(Cl)ccc2c2ccc(Cl)cc21,-2,101,-1.9,8,0.9,-9,-5,1.1,5.8,-34,8
CCOC(=O)c1cnc2c(ccc3ccccc32)c1NCCN(C)C,1,107,-4.0,-2,1.3,0,-6,0.8,1.4,-7,15
COc1ccc(/C=N/NC(=O)CSc2ccccn2)cc1OC,-4,90,-2.7,9,-1.2,9,6,2.6,3.1,10,6
CN(C1CC(C)(C)N(O)C(C)(C)C1)S(=O)(=O)CC12CCC(CC1=O)C2(C)C (stereo unspecified),6,108,4.3,1,-1.1,5,6,5.3,4.9,-7,8
CCN(CC)S(=O)(=O)c1cccc(C(=O)N/N=C2\CC(=O)CC(C)(C)C2)c1,-4,93,-0.6,x,-1.1,1,6,1.4,1.3,16,-3
CC(C)(CN1CCN(Cc2ccccc2)CC1)NS(=O)(=O)c1ccccc1,-1,88,-0.2,-3,2.1,-7,-11,2.6,1.5,6,10
COc1ccccc1N1CCN(C(=O)c2oc3c(c2C)C(=O)CC(C)(C)C3)CC1,-6,130,0.3,25,-1.1,22,6,2.7,1.4,15,-9
Cc1ccc(-c2cc(C(=O)NCC3CCCO3)c3ccccc3n2)cc1C (stereo unspecified),3,97,-4.3,-11,-2.2,-9,11,4.6,0.9,-27,9
Nc1nonc1-n1nnc(C(=O)N/N=C/c2cccc(Cl)c2Cl)c1CN1CCCC1,10,97,-2.5,148,3.1,-2,-25,1.4,3.9,21,-6
C=CCNS(=O)(=O)c1sccc1/C=N/O,-10,96,-1.1,4,-1.6,-7,7,0.4,1.0,10,2
CCOc1cc(C2NC(=O)c3ccccc3O2)ccc1OC(C)C (stereo unspecified),17,107,-2.1,-23,-1.7,-1,9,1.7,2.0,-5,4
CCN1CCN(CC(=O)Nc2cc(S(=O)(=O)N3CCCCC3)ccc2Cl)CC1,4,x,-0.6,356,-3.3,2,16,-0.6,-0.7,-16,-4
CCN1C(=NCC(C)C)N[C@@H](CCc2ccccc2)[C@H](C(=O)NCC(C)C)[C@H]1C,3,114,1.6,0,-0.3,-8,2,-0.8,x,-7,-6
CCOc1cccc(CNCCO)c1OCc1ccc(Cl)cc1Cl,0,105,3.8,596,3.1,-9,-19,1.6,3.4,4,13
CCC(CC)CN1CCC(CN2C(=S)NC[C@@H]2CC(C)C)CC1,-9,105,x,x,-1.6,-3,8,x,2.0,12,-19
CC(C)(C)c1ccc(/C=C2\Oc3c(ccc(O)c3CN3CCN(CCO)CC3)C2=O)cc1,-11,93,2.0,9,-3.1,4,16,2.8,-1.5,2,18
COc1cc(Cl)c(CN2CCCC(CO)(Cc3cccc(Cl)c3)C2)cc1OC (stereo unspecified),2,108,-0.9,7,7.6,-1,-39,1.3,2.5,-23,13
CN(CC(=O)NC1CCCCC1)S(=O)(=O)c1cccc2nsnc12,8,97,0.1,4,-1.9,-5,12,0.6,1.9,-48,22
CC(C)N1C(=O)C2C(C(=O)NC3CCCCC3)C3C=CC2(O3)C1C(=O)NC1CCCCC1 (stereo unspecified),-2,102,1.1,-4,-2.1,-4,12,-1.4,2.2,-8,-6
CC1(C)CC2(CCO1)OC(=O)CC2C(=O)NCc1ccccc1 (stereo unspecified),-2,x,0.3,-17,-0.5,-10,3,3.6,3.5,x,-2
C=CCOc1nc2c(c(=O)n(C)c(=O)n2C)n1Cc1ccccc1Cl,-3,x,-2.3,29,1.2,1,-6,1.4,3.1,-20,-4
Cc1ccc(C(=O)N/C(=C\c2cccs2)C(=O)NCCc2c[nH]c3ccccc23)cc1,-16,91,-0.8,494*,2.1,2,-13,0.3,3.1,11,-3
COc1ccc(-c2nnc(SCC(C)C)o2)cc1,6,97,-0.6,584*,1.0,0,-5,2.1,-1.5,-34,16
CN(C)c1ccc(C=NCC2(O)CCOC(C)(C)C2)cc1 (stereo unspecified),-6,100,1.3,108,-1.0,1,6,0.8,0.8,13,26
NS(=O)(=O)c1ccc(CCNC(=O)c2ccccc2OCc2ccc(F)cc2)cc1,1,113,-0.3,-6,-0.7,4,5,0.8,1.8,15,-5
CCCCOC(=O)c1ccc(NC(=O)c2c(OC)cccc2OC)cc1,0,96,0.4,16,-4.6,6,22,0.5,4.2,-5,-1

# (more compounds)
SMILES,PKA-R1A act,DSG3 Ab inh,Ecoli viability,SUMO Mot1 rescue,MOR-DOR ag,Tat export inh,MOR-DOR inv ag,AddAB inh,phage Ecoli inh,PfHsp90 yeast 2,Arr AP2 block
CC(=O)Nc1ccc(NC(=O)CSc2nnnn2-c2ccccc2F)cc1,-5,119,0.3,8,-1.8,-8,9,-0.5,1.0,-16,5
O=C(c1cnc(-c2ccccc2)s1)c1ccc(Cl)cc1Cl,3,103,-1.9,20,-0.2,0,1,-1.5,0.3,-7,7
O=C(CCc1ccc(S(=O)(=O)NC2CCCCC2)cc1)Nc1ccccc1,1,104,-1.9,-13,-0.8,-10,4,2.6,1.1,-13,-4
CCN(CC)S(=O)(=O)c1cc(OC)c(Cl)cc1OC,1,102,0.1,-3,-1.0,6,6,2.4,2.6,12,-2
Cc1cccc(NC(=O)c2cc(-c3c(C)cc(C)cc3O)n[nH]2)c1,1,98,0.9,13,10,6,-47,1.1,2.1,-14,2
Cc1ccc(CC(=O)N2CCN(c3ccc([N+](=O)[O-])cc3)CC2)cc1,-1,112,-1.0,19,-0.7,3,3,2.7,-1.2,2,39
COc1ccccc1N1CCN(C2CCCN(C(=O)C3=NN(C)C(=O)CC3)C2)CC1 (stereo unspecified),-7,x,1.3,7,-2.8,2,14,5.9,2.3,14,14
CC(C)N(NC(=O)c1cccc2ccccc12)C(C)C,4,97,-1.4,-4,2.3,-10,-11,-2.1,2.6,14,-7
Cc1[nH]c2ccccc2c1/C=N/NC(=O)CNC(=O)COc1ccccc1,2,101,0.8,147,-1.8,-20,9,0.2,3.5,9,25
CCN1CCN(C(=O)Nc2ccc(Cc3ccc(NC(=O)N4CCN(CC)CC4)cc3)cc2)CC1,-7,103,-2.4,0,-2.3,6,13,-3.5,2.4,5,8
